Screening data from PubChem.
CHT allo act: allosterically activates the human high affinity choline transporter; CHT-expressing cells, membrane potential dye, choline EC20; active compounds read high; LV-AA mutant CHT in HEK293 cells; B-score at 10 µM; 0.49% of 310,000 active;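 active = initial fluorescence not abnormally high and integrated response B-score, plate-corrected, over 3 SD above library mean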
Target sequence (Q9GZV3 whole entry, looked up): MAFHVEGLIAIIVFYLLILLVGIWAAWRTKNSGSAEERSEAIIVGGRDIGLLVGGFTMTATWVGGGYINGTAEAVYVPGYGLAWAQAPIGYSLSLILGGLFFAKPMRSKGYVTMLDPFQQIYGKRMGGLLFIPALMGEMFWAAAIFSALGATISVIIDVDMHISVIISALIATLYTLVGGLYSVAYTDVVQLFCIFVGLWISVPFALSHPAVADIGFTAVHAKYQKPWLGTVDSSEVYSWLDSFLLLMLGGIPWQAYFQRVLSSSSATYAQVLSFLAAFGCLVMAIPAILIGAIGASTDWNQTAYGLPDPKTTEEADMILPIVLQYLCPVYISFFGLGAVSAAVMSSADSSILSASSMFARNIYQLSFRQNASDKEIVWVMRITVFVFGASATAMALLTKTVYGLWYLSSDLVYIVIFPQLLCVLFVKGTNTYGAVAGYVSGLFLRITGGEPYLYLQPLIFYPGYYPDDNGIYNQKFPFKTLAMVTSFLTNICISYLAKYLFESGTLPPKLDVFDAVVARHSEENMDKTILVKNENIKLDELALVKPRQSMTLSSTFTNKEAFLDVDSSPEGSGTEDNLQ
OX1R antag: antagonists of human orexin 1 receptor | AID 434989 | CHO/OX1R cells, Fluo-8 calcium fluorescence, orexin A | 0.43% of 330,000 active | inhibition, % at 5 µM | O43613;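 active = inhibition above its plate's threshold, mean inhibition of all tested compounds on the plate plus 3 SD, cut at about 37% in these data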;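 also: 0% = orexin A challenge wells and 100% = SB-334867-A antagonist wells; not every result past the cut was called active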
Target sequence (O43613 whole entry, looked up): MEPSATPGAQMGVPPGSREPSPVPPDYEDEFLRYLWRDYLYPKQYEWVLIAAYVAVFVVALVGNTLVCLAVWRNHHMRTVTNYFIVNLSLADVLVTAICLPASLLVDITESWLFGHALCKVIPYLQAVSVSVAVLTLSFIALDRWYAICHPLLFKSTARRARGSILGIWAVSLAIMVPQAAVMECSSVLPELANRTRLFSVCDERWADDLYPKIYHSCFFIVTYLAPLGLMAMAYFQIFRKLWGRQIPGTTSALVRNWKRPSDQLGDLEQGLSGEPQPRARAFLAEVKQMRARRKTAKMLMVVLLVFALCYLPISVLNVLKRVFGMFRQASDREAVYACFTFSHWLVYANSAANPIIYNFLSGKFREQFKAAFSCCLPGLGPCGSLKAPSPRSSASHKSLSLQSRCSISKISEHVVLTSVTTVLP
Numbers without * were called inactive; i = inactive; / = no result given.

SMILES	CHT allo act	OX1R antag
COc1cccc(NC(=O)CCC2CCN(C(=O)c3sccc3C)CC2)c1	i	-6
CC1CCN(c2ncccc2C(=O)O)CC1	i	-5
CC(O)CNc1nc2sc3c(c2c(=O)n1Cc1ccco1)CCCCC3 (configuration not stated)	i	-22
O=C1N(Cc2cccc(Cl)c2)C[C@@H]2C[C@@H](c3cccn3-c3ccccn3)N3CCC[C@@]123	7.1*	-34
O=C(Nc1cccc(F)c1)C1CCCN(C(=O)c2ccc(Cl)cc2)C1 (configuration not stated)	/	-8
C(=N\c1nc2ccccc2n1Cc1ccccc1)/c1cccs1	i	-6
CC(C)(C)OC(=O)NCCCCCNC(=O)c1nc[nH]c1C(=O)N1CCN(c2ccccc2)CC1	/	-6
COC(=O)COc1ccc(Oc2cc(C)nc(SC)n2)nn1	i	-16
C=CCN(N=Nc1cccc([N+](=O)[O-])c1)c1cccc([N+](=O)[O-])c1	i	-38
CCN(CC)CCn1c(-c2ccccc2)nc(=S)c2c1CC(C)(C)OC2	i	-28
Cc1ccc2c(C)c(C(=O)N(Cc3ccc(N(C)C)cc3)C3CCS(=O)(=O)C3)oc2c1 (configuration not stated)	i	-35
COC(=O)CCN(C(=O)c1cccc([N+](=O)[O-])c1)c1ccccn1	i	-9
Nc1nc(SCC(=O)Nc2cc(S(=O)(=O)N3CCOCC3)ccc2Cl)n[nH]1	i	5
C=CCn1c(SCC(N)=O)nc2scc(-c3ccc(C)o3)c2c1=O	i	-14
CCOc1ccccc1N1CCN(C(=O)c2cc(C)oc2C)CC1	i	-15
O=C(O)c1ccc(/C=N/Nc2nc(N3CCCCC3)nc(N3CCCCC3)n2)cc1	i	-15
COC(=O)c1ccc2c(c1)C(=O)/C(=C/c1ccc(O)cc1)O2	i	22
Cc1nnc(SCC(=O)N(C2CCCCC2)C2CCS(=O)(=O)C2)n1C (configuration not stated)	/	8
CC(C)(C)C(=O)CN1C(=O)NC(c2ccccc2)(c2ccccc2)C1=O	i	-2
CCOc1ccc(Cn2ccnc2)cc1[N+](=O)[O-]	i	-6
COc1ccc(S(=O)(=O)Nc2noc3ccccc23)cc1	i	2
Cc1ccc(CS(=O)(=O)CCC(=O)NCC2CCCO2)cc1 (configuration not stated)	i	16
Clc1ccc2nc(CN3CCCCCC3)cn2c1	i	-9
NC1=NC[C@@H](Cc2ccc(O)cc2)N1CCCCC1CCCCC1	i	-7
CC(C)(C)n1ncc2c(=O)n(CC(=O)Nc3ccc4c(c3)OCO4)cnc21	i	-2
CC(=O)c1cccc(NC(=O)/C=C/c2ccc(S(=O)(=O)N3CCOCC3)cc2)c1	/	-12
Cc1cccc(OCC(=O)NCC(=O)N/N=C/c2ccc(N(C)C)cc2)c1	i	-18
CC1(C)CC(=O)C2=C(C1)N(Cc1cccnc1)C(=O)C2(NC(=O)c1cccnc1)C(F)(F)F (configuration not stated)	i	-10
COc1cc(NC(=O)C2CCN(S(=O)(=O)c3ccc4[nH]c(=O)oc4c3)CC2)cc(OC)c1	i	-8
Cc1ccc(C(=O)N2CCN(c3ccc([N+](=O)[O-])c(N4CCOCC4)c3)CC2)cc1	i	-21
CCc1nnc(N/N=C/c2ccccc2F)n1N	i	6
O=C(/C=C/c1ccco1)NC(=S)Nc1ccc(Cl)cn1	i	-5
CC12CCC(c3n[nH]c(=S)nc31)C2(C)C (configuration not stated)	i	-7
Cc1c(C(C)CCCO)oc(=O)c2c1Oc1c(C)c(C(C)C[C@@H](C)O)oc(=O)c1C2 (some centres not stated)	/	-18
COc1ccc(CN2CCNC(=O)C2CC(=O)NCc2cn3ccc(C)cc3n2)c(OC)c1 (configuration not stated)	i	-2
CC(=O)Nc1cccc(N=NN2CCOCC2)c1	i	1
Cc1cc(S(=O)(=O)N(Cc2ccc(C(C)C)cc2)CC2CCCO2)ccc1-n1cnnn1 (configuration not stated)	i	-16
S=C(NCCc1ccccc1)Nc1ccc(N2CCCCC2)cc1	i	-29
CC1(C)Cc2cccc(OCC(=O)NCCc3ccccc3)c2O1	i	-26
Cc1ccc(S(=O)(=O)NN2C(=O)c3ccccc3NC2(C)C)cc1	i	-2
O=C(CCN1C(=O)C2C3C=CC(C3)C2C1=O)Nc1c(F)cc(F)cc1Br (configuration not stated)	i	-7
COc1cnc(-c2ccccn2)nc1Oc1ccc(F)cc1F	i	-41
O=C(C1=NN[C@@H]2C(=O)N(Cc3ccccc3)C(=O)[C@H]12)c1ccc([N+](=O)[O-])cc1	i	-26
O=S(=O)(c1ccc(F)cc1)N1CCN(CC(O)COCc2cccs2)CC1 (configuration not stated)	i	0
Cc1oc(-c2cccs2)nc1CN1CCN(C2CCCC2)C(CCO)C1 (configuration not stated)	i	-24
COc1ccc(-c2nnn(CC(=O)NCc3ccc4c(c3)OCO4)n2)cc1OC	i	-19
Cc1sc(NC(=O)C2CCCO2)c(C(N)=O)c1C (configuration not stated)	i	-6
CN(C)CCCNC(=O)c1cc(Br)ccc1Cl	i	-6
CNC(=O)C1(CC(C)C)C=CCN1C(C)=O (configuration not stated)	i	-6
CC(C)c1onc(C(=O)Nc2cccnc2Cl)c1[N+](=O)[O-]	i	-1
CNCCC(Oc1ccccc1OC)c1ccccc1 (configuration not stated)	i	-22
CCc1nc(SCC(N)=O)c2c(=O)n(C)c(=O)n(C)c2n1	i	-9
CCOC(=O)COn1c(=O)c(-c2cc3ccccc3o2)[n+]([O-])c2ccccc21	i	-10
COc1ccc(Cl)cc1NC(=O)CN1CCC(NC(=O)C2CC2)CC1	i	-9
CCOc1ccc(-n2c(O)c(/C=N/c3ccnn3Cc3ccncc3)c3ccccc3c2=O)cc1	i	-28
COc1ccc(CCNC(=O)CCNC(=O)c2ccccc2Cl)cc1	i	-12
O=C(C1=C[C@H](c2coc3ccccc3c2=O)C[C@H](OCCCCO)O1)N1CCN(Cc2ccc3c(c2)OCO3)CC1	i	-20
COc1ccc(-c2csc(C3=C(O)CN(C(C)C)C3=N)n2)cc1OC	i	-10
O=CN1CCN(C(=O)c2cccc3c2-c2ccccc2C3=O)CC1	i	-18
Cc1ccc(OC(C)C(=O)Nc2ccc(S(=O)(=O)Nc3nccs3)cc2)cc1 (configuration not stated)	i	10

Next results.
SMILES	CHT allo act	OX1R antag
O=C(CCc1nnc(CCCc2ccccc2)o1)NC(C1CC1)C1CC1	i	-18
O=C(O)C1CCCCC1C(=O)NCCCN1CCCC1=O (configuration not stated)	i	11
CCOc1ccc(Oc2ccc(NS(=O)(=O)c3cc(C(=O)O)ccc3Cl)cc2)cc1	/	25
COc1ccc(C(=O)CCN2CCN(c3ccccc3OC)CC2)cc1	i	-15
COc1ccc(CNc2c(CO)cnc3c2cnn3C)cc1	i	-11
O=S1(=O)CCOC[C@H](c2ccccc2)N1Cc1cccc(F)c1	i	-11
CCOC(=O)C1=C(C)NC(=O)NC1C (configuration not stated)	i	3
CC1=CC2=NC(=O)CC(C)(C(=O)N(CC(=O)NC(C)(C)C)Cc3ccccc3)N2C=C1 (configuration not stated)	i	-4
Cc1ccc(S(=O)(=O)/N=C(/c2ccc(F)cc2)N2CCOCC2)cc1	i	-4
CCc1ccc(N2C(=O)CN(Cc3cc(OC)c(OC)c(OC)c3)C2=S)cc1	i	-29
O=c1[nH]c2ccccc2c2oc(CCl)nc12	i	-7
O=S(=O)(Nc1cccc(-c2cn3cccnc3n2)c1)c1ccc(F)cc1	i	-3
O=C(c1cccc2ccccc12)N1CCN=C1SCc1ccc([N+](=O)[O-])cc1	i	-8
CC(C)CC1Nc2ccc(C(=O)NCCCN3CCOCC3)cc2NC1=O (configuration not stated)	i	-3
CN(C(=O)CC(NC(=O)c1ccccc1)(c1ccccc1)c1ccccc1)c1ccccc1	i	-25
Cc1noc(NS(=O)(=O)c2ccc(NC(=O)c3nn(-c4ccc(F)cc4)ccc3=O)cc2)c1C	i	-1
CCC(C)(C)NC(=O)C(c1ccc(OC)cc1)N(C(=O)CCC(=O)Nc1cc(C)on1)c1cccc(F)c1 (configuration not stated)	i	-20
CC[n+]1c(/C=C2\C=C(C)CC(C)(C)C2)sc2ccccc21	i	-23
COc1ccc(C(=O)NCCCN2CCOCC2)cc1S(=O)(=O)N1CCCc2ccccc21	i	-24
O=C(Nc1ccc2c(c1)OCCO2)C1c2ccccc2C(=O)N2CCc3ccccc3C12 (configuration not stated)	i	-21
O=C(CN1CCN(Cc2ccc3c(c2)OCO3)CC1)Nc1ccc2[nH]c(=O)[nH]c2c1	/	-15
CS(=O)(=O)N1CCC(Oc2ccccc2C(=O)N2CCNC(=O)C2)CC1	i	-5
Cc1cc(C)nc(N(C#N)Cc2cccc3ccccc23)n1	i	-14
CCc1c(C)sc(NC(=O)CC#N)c1C#N	i	-16
C=CCn1c(SCC(=O)Nc2ccc(F)cc2)nc2cc(C(=O)O)ccc2c1=O	i	-13
COc1ccc(-c2oc3ccc(-c4ccc5c(c4)OCO5)cc3c2-c2ccc(OC)nc2)cc1	i	-20
O=C(NNS(=O)(=O)c1ccccc1Cl)c1nn(-c2ccc(F)cc2)ccc1=O	i	-15
COc1ccc(NC(=O)CC2CCCC2)cc1S(=O)(=O)N1CCCCC1	i	-16
CC(C)n1cc(-c2ccc(Cl)cc2)cc(C#N)c1=O	i	-25
CCN(CC(=O)Nc1ccc2c(c1)OCCO2)C(=O)COc1cc(C)ccc1Cl	i	-20

Complete entries from above. Values in the order: CHT allo act, OX1R antag
Profile of COc1cc(NC(=O)C2CCN(S(=O)(=O)c3ccc4[nH]c(=O)oc4c3)CC2)cc(OC)c1 = i, -8
Profile of S=C(NCCc1ccccc1)Nc1ccc(N2CCCCC2)cc1 = i, -29
Profile of COc1ccc(-c2oc3ccc(-c4ccc5c(c4)OCO5)cc3c2-c2ccc(OC)nc2)cc1 = i, -20
Profile of C(=N\c1nc2ccccc2n1Cc1ccccc1)/c1cccs1 = i, -6
Profile of CN(C(=O)CC(NC(=O)c1ccccc1)(c1ccccc1)c1ccccc1)c1ccccc1 = i, -25

The list continues:
SMILES	CHT allo act	OX1R antag
CC(C)(C)c1ccc(C(=O)N2CCC(=O)N(C(COCc3ccccc3)Cc3ccccc3)CC2)cc1 (configuration not stated)	i	-10
O=C1CN(S(=O)(=O)c2ccc(Cl)cc2)c2ccccc2N1	i	-4
COc1ccc(C(=O)NCCCNC(=O)c2ccccn2)cc1Br	i	-19
Nc1c(Br)cc2oc(-c3ccccc3)nc2c1Br	i	-4
Cn1c(Cc2ccc3c(c2)OCO3)nnc1SCC(=O)N1CCc2ccccc2C1	i	-21
Cc1noc(C)c1CSCC(=O)NCCN1C(=O)S/C(=C\c2ccccc2F)C1=O	i	-30
O=C(CSc1n[nH]c(-c2cc(Cl)ccc2Cl)n1)NCCN1C(=O)CSC1=O	i	-8
Cc1ccc(-n2c(Cc3cccn3C)nnc2SCC(N)=O)cc1	i	-6
Cc1ccccc1NC(=O)Cn1c(O)c(N=NC(=O)c2ccccc2O)c2ccccc21	i	2
Cc1ccc(S(=O)(=O)CC(=O)c2ccc([N+](=O)[O-])cc2)cc1	i	-5
O=C(CN1N=C(c2ccccc2)CCC1=O)NCc1ccccc1	i	-13
CC(=O)c1c(C)[nH]c(C(=O)CSc2nnc(N)s2)c1C	i	-10
CC(C)C(=O)Nc1cccc(NC(=S)NC(=O)c2ccc([N+](=O)[O-])cc2)c1	i	0
COc1ccc(NC(=O)CN(C)CC(=O)Nc2sc3c(c2C(N)=O)CCC3)cc1	i	-30
COc1ccc(CN(C)C(=O)c2cccc(Oc3ccccc3)c2)c(OC)c1OC	i	-16
N/C(=N\OC(=O)c1ccc(Cl)cc1)c1cccnc1	i	-16
Cc1csc(NC(=O)C2CCN(S(=O)(=O)c3ccc4c(c3)oc(=O)n4C)CC2)n1	i	-26
CN(C)C=NC(=O)c1cc(C(=O)c2ccccc2Cl)c[nH]1	i	3
O=C(NNC(=O)c1cccnc1)Nc1cccc2ccccc12	i	-15
COc1cccc(CNC(=O)C2CCN(S(=O)(=O)c3ccc4c(c3)OCCO4)CC2)c1	i	-5
CC[C@H](C)Cc1cn([C@@H](CCCN=C(NC(=O)OC(C)(C)C)NC(=O)OC(C)(C)C)C(=O)NCCCCCCCCCCC(=O)N2CCN(C(=O)OC(C)(C)C)CC2)nn1	i	-28
COc1cc(S(=O)(=O)Nc2ccncc2)ccc1F	i	2
Cc1cccc(NC(=O)C2CCN(S(=O)(=O)c3ccc4c(c3)OCCO4)CC2)n1	i	-8
Cc1cc(C(=O)OC(C)C(=O)NC2CCCCC2)c(C)o1 (configuration not stated)	/	1
Cc1ccc(-n2cnc3c(sc4nccc(N(C)C)c43)c2=O)cc1	i	-10
CCOC(=O)/C(=N\Nc1ccccc1Cl)N1CCN(Cc2ccccc2)CC1	i	-4
COc1ccc(C(OCC(O)CNC(C)c2ccccc2)c2ccc(OC)cc2)cc1 (configuration not stated)	i	-12
CCOc1ccc(-c2nc(CN3CCCCC3CCn3cccn3)c(C)o2)cc1 (configuration not stated)	i	-20
CNC(=O)c1ccccc1NC(=O)C1CC(=O)N(c2ccc(OC)cc2)C1 (configuration not stated)	i	-9
CCn1cc(S(=O)(=O)NC(C)c2cc(OC)ccc2OC)cn1 (configuration not stated)	i	10

Random excerpt: 2 entries already listed, in no set order.
SMILES	CHT allo act	OX1R antag
CC(C)(C)c1ccc(C(=O)N2CCC(=O)N(C(COCc3ccccc3)Cc3ccccc3)CC2)cc1 (configuration not stated)	i	-10
Cc1csc(NC(=O)C2CCN(S(=O)(=O)c3ccc4c(c3)oc(=O)n4C)CC2)n1	i	-26
